INS promoter inh: TRM-6 insulin promoter activity inhibition. TRM-6 cells (human fetal islet line), insulin promoter-eGFP reporter, imaging; reporter expression induced with tamoxifen. inhibition, % at 2 µM. actives 0.9% (n = 130,000). AID 1273;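 active = inhibition above the mean plus 3 SD, with well images judged a real hit on visual review, cut at about 60% in these data, passing the limit was not always enough; inconclusive = inhibition over the cutoff but images rejected on review; inactive = inhibition not above the cutoff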
SDO1 yeast rescue: compounds rescuing growth of sdo1-depleted yeast, bone marrow failure model; S. cerevisiae sdo1-depleted JHY4D growth rescue, OD600 30 h; stronger effect = higher value; pdr5 snq2 efflux-pump mutant strain; z-score at 10 µM; actives 0.21% (n = 140,000); AID 817;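 active = z-score above 3 at both the 24 hr and the 30 hr optical density reads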;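 note: z-score against mean and SD of all compound wells on the same plate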
SDO1 yeast rescue Rescue 24 h: recorded beside SDO1 yeast rescue, whose call it bears; z-score; S. cerevisiae sdo1-depleted JHY4D growth rescue, OD600; measured here: growth rescue at 24 h;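 0 is the plate mean of compound wells and units are plate SD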
Active calls of the source: *; ? = inconclusive; nt = no result given. The list is partial (hit frequency here may not be typical).

INS promoter inh	SDO1 yeast rescue Rescue 24 h	SDO1 yeast rescue	Structure
-6.5	-1.71	-2.33	COc1ccccc1CC(=O)O/N=C(\N)Cc1cccc2ccccc12
-34.5	-0.64	-0.16	CCC(=O)N1CCc2cc(S(=O)(=O)N3CCN(C(=O)c4ccco4)CC3)ccc21
2.9	0.58	0.3	CC(NC(=O)Nc1ccccn1)N1C(=O)C2C3C=CC(C3)C2C1=O (stereo not given)
45.5	0.33	0.3	O=C(COC(=O)C1(c2ccccc2F)CCCC1)NC1CCS(=O)(=O)C1 (stereo not given)
8.3	-1.57	-1.38	CCOc1ccc(-c2nnn(CC(=O)Nc3cccc(OC)c3)n2)cc1OCC
57.1	nt	nt	Cc1ccc(NC(=O)CCC(=O)NNC(=S)Nc2ccccc2)c(C)c1
40.0	1.97	1.57	CCn1cnc2c1c(=O)n(CC(=O)Nc1ccc3c(c1)OC(F)(F)O3)c(=O)n2Cc1ccccc1
nt	0.12	0.53	CCn1c(CNC(=O)C23CC4CC(CC(C4)C2)C3)nnc1SCC(=O)Nc1nnc(C)s1
11.1	nt	nt	COc1nc(Cc2ccc(Cl)cc2)nc2ccccc12
26.5	-0.52	-0.26	CCCCN(C)/C=N/c1c(C#N)cnn1-c1ccc(C)cc1
10.3	-0.55	-0.11	CC1(C)CC2(CCO1)N1CC3(C)CN2CC(C)(C1)C3O (stereo not given)
-33.3	-0.59	-0.31	CCCc1cc2c(c(NC(C)=O)n1)c(=O)oc1ccccc12
0.0	-0.18	-0.89	COc1cc2nc(C3CCC3)nc(N3CCN(c4ccccc4OC)CC3)c2cc1OC
-66.7	-0.87	-1.5	O=C1CC(c2cccc(Cl)c2)CC(O)=C1C=Nc1cccc(Cl)c1 (stereo not given)
15.6	1	0.54	CCOC(=O)Cc1cc(=O)[nH]c(/N=C(\N)Nc2ccc(C)cc2C)n1
-63.0	nt	nt	COCCNC(=S)NN=C1CCCCCC1
-50.0	-0.08	0.18	Cc1cc2c(c(=O)o1)C(C13C=CC(CC1)C3)C(C#N)=C(N)O2 (stereo not given)
-13.8	-0.88	-0.51	O=C1CC(c2ccco2)CC(O)=C1C=Nc1ccc(Br)cc1 (stereo not given)
33.3	nt	nt	O=C(NCCCN1CCOCC1)C(=O)N/N=C/c1ccc2c(c1)OCO2
-276.9	1.22	1.01	COc1ccc(-c2nnn(CC(=O)NCc3ccccc3)n2)cc1OC
0.0	0.53	0.65	O=C(O)C1C2C=CC(C2)C1C(=O)OCc1ccccc1 (stereo not given)
nt	1.34	1.04	COc1ccc2c(c1)C(=O)N(c1ccccc1OC)C(=O)C2(C)C
-138.1	0.56	-0.48	Cc1cccc(C)c1OCC(=O)Nc1cccc(NC(=O)c2ccco2)c1
nt	0.27	-0.74	Cn1cc([N+](=O)[O-])c(C(=O)Nc2ccc(-c3nc4ccccc4[nH]3)cc2)n1
nt	0.93	0.36	Cc1ccc(Cl)cc1N1CCN(C(CC(C)C)c2nnnn2CC2CCCO2)CC1 (stereo not given)

Arranged by length of the SMILES (low to high): 5 of the compounds above.
INS promoter inh	SDO1 yeast rescue Rescue 24 h	SDO1 yeast rescue	Structure
11.1	nt	nt	COc1nc(Cc2ccc(Cl)cc2)nc2ccccc12
10.3	-0.55	-0.11	CC1(C)CC2(CCO1)N1CC3(C)CN2CC(C)(C1)C3O (stereo not given)
nt	1.34	1.04	COc1ccc2c(c1)C(=O)N(c1ccccc1OC)C(=O)C2(C)C
-66.7	-0.87	-1.5	O=C1CC(c2cccc(Cl)c2)CC(O)=C1C=Nc1cccc(Cl)c1 (stereo not given)
0.0	-0.18	-0.89	COc1cc2nc(C3CCC3)nc(N3CCN(c4ccccc4OC)CC3)c2cc1OC

(continued)
INS promoter inh	SDO1 yeast rescue Rescue 24 h	SDO1 yeast rescue	Structure
-64.3	-0.98	-1.77	COc1ccc(NC(=O)CN2CCN(C3c4ccccc4-c4ccccc43)CC2)c(OC)c1
-20.8	-0.07	0.67	CC1(C)CC(=O)c2cc(OCC(=O)N3CCOCC3)ccc2O1
-50.0	0.16	1.16	O=C(N1CCOCC1)C12CC3CC(C1)CC(n1cnc(Cl)n1)(C3)C2
27.8	0.6	0.09	Cc1ccccc1NC(=O)CSc1nnc(-c2ccccc2)n1-c1ccccc1
-3.3	0.44	0.87	CN(C)Cc1ccccc1Sc1ccc(Br)cc1
3.0	0.17	-0.23	COc1cccc(C(=O)C2CN(c3ccccc3)CC2c2ccc(Cl)cc2)c1 (stereo not given)
-27.3	0.53	0.74	COc1cc(/C=N/n2cnnc2)ccc1OC(=O)c1ccncc1
-2.9	-0.88	-1.37	CC1CCN(c2nc3ccccc3nc2N2CCC(C)CC2)CC1
42.1	0.06	0.26	CCOC(=O)Nc1oc2ccccc2c(=O)c1C
23.7	-1.06	-0.36	O=C(Nc1cccnc1)c1cccs1
nt	-0.56	-0.66	COC(=O)c1c(NC(=O)CN2CCN(c3ccccc3)CC2)c2c(C)cccc2n1C
?	0.19	-0.68	O=C(NNC(=O)c1cccc2ccccc12)c1ccc(-c2ccccc2)cc1
-19.4	0.23	0.38	Cc1ccc(CNC(=O)CCCC(=O)O)cc1
6.2	-0.12	-0.95	C=CCn1c(C)cc(C2=NNC(=NC(C)(C)C)SC2)c1C
nt	0.92	1.39	CC1(C)CC(=O)c2sc(NC(=O)CN3C(=O)CCC3=O)nc2C1
-185.7	0.32	-0.31	N#C/C(=C/c1ccc(N2CCCCC2)o1)C(=O)Nc1ccc2ccccc2c1
-10.5	0.2	-0.23	O=C(Nc1ccccc1)c1cc(S(=O)(=O)N2CCSCC2)ccc1Cl
-5.0	-0.58	0.06	O=C(NC1CCCCCC1)c1nnc(Cc2ccc(Cl)cc2)o1
35.3	-0.3	0.21	C/C(=N\NC(=O)c1cccc(N/N=C(\C)c2ccccc2)c1)c1ccccc1
45.0	nt	nt	COc1ccc(/C=N/NC(=S)Nc2cccc(C(=O)O)c2)cc1
10.8	-0.25	0.2	COc1ccc(-c2noc(CCC(=O)Nc3ccc(C)c(C)c3)n2)cc1
23.1	-0.45	-0.33	Cc1ccc(COC(=O)CCc2nc3ccccc3c(=O)[nH]2)cc1
-32.3	0.28	0.33	CCn1c(N2CCN(CC(=O)Nc3cccc(C)c3C)CC2)nc2ccccc21
-19.4	1.42	1	O=C(NCCNc1ccc([N+](=O)[O-])cc1C(F)(F)F)c1ccccc1F
58.3	-0.47	0.4	Cc1c(C(=O)O)[nH]c2c1C(=O)CC(c1ccccc1)C2 (stereo not given)
-15.8	-0.45	-0.34	COc1ccc(C(=O)Nc2ccc(S(=O)(=O)Nc3nccnc3OC)cc2)cc1OC
3.6	-0.06	0.28	O=C(NCc1cccnc1)C1c2ccccc2C(=O)N1Cc1ccco1 (stereo not given)
nt	-0.32	-1.14	O=C(Oc1ccnc2cc(Cl)ccc12)N1CCCCCC1
36.4	nt	nt	c1ccc(-c2csc(-n3cccn3)n2)cc1
2.8	0	-0.31	CC1CCN(C(=S)NC(=O)c2ccccc2)CC1
nt	-0.38	-1.45	Cc1ccc2nc(NC(=O)c3ccc4ncsc4c3)sc2c1
-266.7	0.67	0.26	C=CCn1c(O)c(N=NC(=S)Nc2cccc(OC)c2)c2ccccc21
-30.0	-0.21	0.75	C/C(Cn1cnc([N+](=O)[O-])n1)=N\NC(=O)c1ccc(Br)cc1
nt	1.85	1.73	Cn1c(=O)oc2cc(S(=O)(=O)NCc3ccccn3)ccc21
-15.8	-0.81	-0.41	CC1CCN(CC(=O)N2c3ccccc3CCc3ccccc32)CC1
41.7	-0.09	-0.19	CCc1ccc(-c2cc(C(=O)NN3CCOCC3)c3ccccc3n2)cc1
-37.5	0.27	0.95	CC(=O)Nc1ccc2c(c1)ncn2C
35.3	nt	nt	CN(c1ncc(C(F)(F)F)cc1Cl)N1C(=O)c2cccc([N+](=O)[O-])c2C1=O
nt	-0.81	-0.4	CCn1c(=O)cc(SCC(=O)NCCCN2CCN(c3ccccc3F)CC2)c2ccccc21
nt	0.82	1.55	Cc1cc(=O)n2c(n1)OC(CO)C2 (stereo not given)
-7.7	0.34	0.49	O=C(Cn1nnc2ccccc21)N1CCCCC1
-23.1	1.23	0.98	CCOc1ccc(-n2c(C)nc3cc(C(=O)NCCCN4CCOCC4)ccc32)cc1
5.3	nt	nt	COc1ccc(CCn2c(-n3nc(C)cc3C)nc3c2c(=O)[nH]c(=O)n3C)cc1
-2.9	-0.86	-1.7	O=C(c1ccc(F)cc1)C(CCCCCC(CN1CCOCC1)C(=O)c1ccc(F)cc1)CN1CCOCC1 (stereo not given)
7.1	-0.34	0.5	Cc1nc(C)c(C(=O)NCc2ccc(Cl)cc2)o1
5.9	0.57	0.55	O=C(CN1CCN(c2ccccc2)CC1)Nc1ccccc1Sc1ccccc1
-45.5	-1.03	-0.18	COc1ccccc1NC(=O)Cc1csc(N)n1
35.3	nt	nt	CCOc1ccc(N(CC(=O)N/N=C/c2cccnc2)S(C)(=O)=O)cc1
nt	-0.13	0.12	CCC1CC(C)(C(=O)Nc2ccc(S(N)(=O)=O)cc2)OC1=O (stereo not given)
nt	0.46	0.66	Cc1ccc(C)c(/C(O)=C2/C(=O)C(=O)N(CCN3CCOCC3)C2c2ccc(C)o2)c1 (stereo not given)

3 of the compounds above, with values under each structure.
Values run as follows: INS promoter inh, SDO1 yeast rescue Rescue 24 h, SDO1 yeast rescue
c1ccc(-c2csc(-n3cccn3)n2)cc1
 : 36.4, nt, nt
CC1CCN(C(=S)NC(=O)c2ccccc2)CC1
 : 2.8, 0, -0.31
Cc1ccc2nc(NC(=O)c3ccc4ncsc4c3)sc2c1
 : nt, -0.38, -1.45

(continued)
INS promoter inh	SDO1 yeast rescue Rescue 24 h	SDO1 yeast rescue	Structure
0.0	-0.59	0.03	CCN(c1ccc(OC)cc1)S(=O)(=O)c1ccc2c(c1)CCN2C(=O)CCC(=O)O
nt	-1.09	-0.94	COc1cccc(C2C(C(=O)Nc3nc4ccccc4s3)=C(C)NC3=C2C(=O)CC(C)(C)C3)c1OC (stereo not given)
-16.1	0.42	-0.02	Cc1ccc(S(=O)(=O)N(C)C)cc1-n1c(SCC(=O)Nc2ccc(F)c(F)c2F)nc2ccccc2c1=O
54.5	-0.28	-0.45	CCCCCc1c(C)c(C#N)c2nc3ccccc3n2c1-n1ccnc1C
nt	-0.83	-0.01	COc1ccc(C(C[N+](=O)[O-])c2c(C)[nH]c3ccccc23)cc1OC (stereo not given)
46.1	-2.27	-1.97	N#Cc1nc(Cc2cccc3ccccc23)oc1NCc1ccco1
-9.4	0.31	-0.04	CCOC(=O)/C(=C/c1ccc(Cl)cc1)NC(=O)c1ccco1
-12.5	-0.28	-0.85	O=c1oc2ccccc2c(NC(c2ccccc2)c2ccccc2)c1[N+](=O)[O-]
nt	0.66	0.89	Cc1cc2cc(CNC(=O)CCC(=O)O)ccc2[nH]1
0.0	0.39	0.22	Cc1cc(C)n(-c2ccc(C(=O)OCC(=O)c3ccc(Br)s3)cc2)n1
82.9*	0.27	0.53	CC1(C)Cc2c(sc3ncnc(N)c23)CO1
7.7	0.14	-0.11	Cc1oc(-c2cccc(Cl)c2)nc1CN1CCC(C(=O)NCC2CCCO2)CC1 (stereo not given)
0.0	nt	nt	COc1cccc(-c2ccc(SCc3ccccn3)nn2)c1
-3.1	-1.07	-0.59	CCOC(=O)C(=O)/C(=C\N(C)C)c1onc(-c2c(F)cccc2Cl)c1C(=O)OC
-133.3	-0.67	-0.81	Cc1cc([N+](=O)[O-])nn1CCCC(=O)Nc1cc(Oc2ccc(F)cc2)cc([N+](=O)[O-])c1
nt	-0.16	0.58	O=C(CC1Oc2ccccc2NC1=O)NCc1ccccc1 (stereo not given)
-10.5	nt	nt	CCN(CC)S(=O)(=O)c1ccc(N/N=C/c2ccc(O)cc2)nc1
-32.1	0.24	0.26	COc1ccc(S(=O)(=O)N2CCCCC2)cc1NC(=O)c1ccc2c(c1)OCO2
32.4	-0.94	-0.11	CCCS(=O)(=O)N1CCN(CC2CC=CCC2)CC1 (stereo not given)
45.5	nt	nt	O=C(O)CC(NC(=O)C1CCCCC1)c1ccc(OC2CCCC2)cc1 (stereo not given)
-24.3	0.03	0.8	CCCC1(C(=O)OCC)NC(c2cc(OC)c(OC)c(OC)c2)C2C(=O)N(CC)C(=O)C21 (stereo not given)
-68.8	-0.57	0.72	Cc1cccnc1NC(=O)c1ccccc1NC(=O)C(C)(C)C
nt	0.06	-0.92	COc1ccc(Nc2ccc3c(c2)=NC2(CCCCC2)[N+]=3[O-])cc1
18.5	0.51	0.14	COc1cc(/C=N/N2CCN(c3ccccc3OC)CC2)ccc1O
22.0	-0.77	-0.45	CN1CCCN(C2C3CC4CC(C3)CC2C4)CC1 (stereo not given)

High-throughput results: PubChem, several laboratories
